RNase H inhibition: RNase H inhibition, HIV 1 Gag Pol polyprotein, FRET biochemical assay, screening (AID 372); HIV-1 RT RNase H, FRET RNA/DNA substrate fluorescence; higher % means a stronger effect; inhibition, % at 10 µM, or IC50 in µM where a hit was titrated; 100,000 tested, 0.77% active; in the data active = inhibition above about 50%
* hit, by the source's call. Only part of the results is shown. The share of hits here may be higher or lower than overall.

`CC(C)(C)N(Cc1ccccc1)C(=O)CCN1C(=O)/C(=C\c2cccs2)SC1=S` gave RNase H inhibition 12%.
For O=C(NC(=S)Nc1ccc(Cl)c(Cl)c1)c1ccc([N+](=O)[O-])cc1 the results were RNase H inhibition 8%.
`CCOc1ccc(NC(=O)C(Cc2ccc([N+](=O)[O-])cc2)N2C(=O)c3ccccc3C2=O)cc1` (stereo not drawn) gave RNase H inhibition 20%.
Screening O=[N+]([O-])c1ccccc1CN1CCN(Cc2cc(Br)ccc2O)CC1 returned RNase H inhibition 10%.
O=C(CN(Cc1ccccc1)S(=O)(=O)c1ccccc1)NC1CCCCC1 was read as RNase H inhibition 6%.
COc1ccc(CC(=O)N/N=C/c2ccc(I)o2)cc1 was read as RNase H inhibition 0%.
`CN1CCN(c2c([N+](=O)[O-])c(=O)n(-c3ccccc3)c3ccccc23)CC1` gave RNase H inhibition 8%.
For O=C(CN(c1cccc([N+](=O)[O-])c1)S(=O)(=O)c1ccccc1)NCCSc1ccc(Cl)cc1 the results were RNase H inhibition 14%.
Screening Cc1c(Cl)c(C(F)(F)F)nn1CC(=O)NCC1CCCO1 (stereo not drawn) returned RNase H inhibition 4%.
For C=CCN(CC=C)S(=O)(=O)c1ccc(NC(C)=O)cc1 the results were RNase H inhibition 2%.

By substructure: the entries above containing two or more sulfur atoms (2)
`CC(C)(C)N(Cc1ccccc1)C(=O)CCN1C(=O)/C(=C\c2cccs2)SC1=S` gave RNase H inhibition 12%.
For O=C(CN(c1cccc([N+](=O)[O-])c1)S(=O)(=O)c1ccccc1)NCCSc1ccc(Cl)cc1 the results were RNase H inhibition 14%.

Next section.
For CN(Cc1ccccc1)C(NC(=O)c1ccc([N+](=O)[O-])cc1)C(Cl)(Cl)Cl (stereo not drawn) the results were RNase H inhibition 4%.
Screening CCOC(=O)c1[nH]cnc1C(=O)Nc1ccccc1 returned RNase H inhibition 36%.
`CCOC(=O)c1c(NC(=O)CSc2nc(C)cc(C)n2)sc2c1CCCC2` gave RNase H inhibition 17%.
Screening COc1ccc(N2C(=O)/C(=C\c3cc(OC)c(O)c(OC)c3)C(=O)NC2=S)cc1 returned RNase H inhibition 23%.
`COc1ccc(S(=O)(=O)n2nnc3ccccc32)c2ccccc12` gave RNase H inhibition 55%*.
Screening Cc1c(C(=O)NC(=S)Nc2ccc(N3CCOCC3)c(Cl)c2)oc2ccccc12 returned RNase H inhibition 11%.
Screening COc1ccc(Cl)cc1C(=O)Nc1ccc(NC(=O)c2ccc(C(C)(C)C)cc2)cc1 returned RNase H inhibition 6%.
O=S(=O)(NCc1ccc2c(c1)OCO2)c1ccc(Cl)cc1Cl was read as RNase H inhibition 1%.
CCN1C(=O)/C(=C\c2ccc(OCCOc3cccc(OC)c3)c(OC)c2)SC1=S was read as RNase H inhibition 14%.
COc1ccc(-n2nc3cc(C)c(NC(=O)c4cccc(OC)c4)cc3n2)cc1 was read as RNase H inhibition 14%.
COc1cc(OC)c(/C=C2\C(=O)NC(=O)N(c3ccc(Cl)cc3)C2=O)cc1Br was read as RNase H inhibition 0%.
Cc1ccc(NC(=O)c2cccs2)cc1 was read as RNase H inhibition 19%.
Screening CC1=NN(C(=O)c2cccc([N+](=O)[O-])c2)C(C)(O)C1 (stereo not drawn) returned RNase H inhibition 0%.
Cc1no[n+]([O-])c1COc1ccccc1/C=N/n1nnnc1N was read as RNase H inhibition 5%.
`O=C(CN(c1cccc(Br)c1)S(=O)(=O)c1ccccc1)N1CCCC1` gave RNase H inhibition 10%.
For COC(=O)c1sc(NC(=O)CC(C)C)c(C(=O)OC)c1C the results were RNase H inhibition 6%.
Screening COc1ccccc1N1CCN(/N=C\c2ccc(Br)cc2)CC1 returned RNase H inhibition 9%.
Screening COc1ccc(NS(=O)(=O)c2cccc(S(=O)(=O)c3ccc(Br)cc3)c2)cc1 returned RNase H inhibition 13%.
Screening Cc1ccc(C(=O)CCNc2ccc(C)c(C)c2)o1 returned RNase H inhibition 1%.
Screening O=C(NNC(=O)c1cccc(Cl)c1)c1cccc(F)c1 returned RNase H inhibition 11%.

Four compounds picked at random from those above:
COc1cc(OC)c(/C=C2\C(=O)NC(=O)N(c3ccc(Cl)cc3)C2=O)cc1Br was read as RNase H inhibition 0%.
`O=C(CN(c1cccc(Br)c1)S(=O)(=O)c1ccccc1)N1CCCC1` gave RNase H inhibition 10%.
Screening O=C(NNC(=O)c1cccc(Cl)c1)c1cccc(F)c1 returned RNase H inhibition 11%.
Screening COc1ccccc1N1CCN(/N=C\c2ccc(Br)cc2)CC1 returned RNase H inhibition 9%.

(more compounds)
For Cn1cnc2c1c(=O)n(Cc1ccc(F)cc1)c(=O)n2C the results were RNase H inhibition 3%.
`Cc1cc(C)nc(Sc2ccc3nnc(C(F)(F)F)n3n2)n1` gave RNase H inhibition 4%.
Oc1cccc(/C=N/c2c(-c3ccco3)nc3ccccn23)c1 was read as RNase H inhibition 17%.
COc1ccc(NC(=O)C(=O)NCc2ccc(C)cc2)cc1 was read as RNase H inhibition 7%.
`O=C(O)c1cc(-c2ccc([N+](=O)[O-])o2)c(Cl)cc1Cl` gave RNase H inhibition 2%.
For COc1ccccc1CN1CCN(S(=O)(=O)c2ccccc2)CC1 the results were RNase H inhibition 15%.
COc1cc(/C=N/Nc2nc(Nc3cccc(C)c3C)nc(N3CCC(C)CC3)n2)ccc1Oc1ccc(C(F)(F)F)cc1[N+](=O)[O-] was read as RNase H inhibition 14%.
Screening N#Cc1ccc(Oc2ccc(C(=O)Nc3cccc4ccccc34)cc2)cc1 returned RNase H inhibition 19%.
For COc1ccc(C2Nc3ccccc3C(=O)N2Cc2ccco2)cc1Cn1cc([N+](=O)[O-])cn1 (stereo not drawn) the results were RNase H inhibition 14%.
COc1ccc(-c2cc(C(=O)NC(C)C)c3ccccc3n2)cc1OC was read as RNase H inhibition 5%.

By substructure: those above with an aryl thioether with sulfur outside any ring (3)
For O=C(CN(c1cccc([N+](=O)[O-])c1)S(=O)(=O)c1ccccc1)NCCSc1ccc(Cl)cc1 the results were RNase H inhibition 14%.
`CCOC(=O)c1c(NC(=O)CSc2nc(C)cc(C)n2)sc2c1CCCC2` gave RNase H inhibition 17%.
`Cc1cc(C)nc(Sc2ccc3nnc(C(F)(F)F)n3n2)n1` gave RNase H inhibition 4%.

Continued.
O=C(Cc1cccs1)Nc1ccccc1F was read as RNase H inhibition 17%.
Screening O=C(Nc1ccc(Oc2ccc(Cl)cc2)cc1)c1ccc(Cl)cc1Cl returned RNase H inhibition 8%.
Screening COc1ccccc1NC(=O)N1CCCc2ccccc21 returned RNase H inhibition 8%.
For S=C(Nc1ccc(Cl)cc1)NC(c1ccccc1)c1ccccc1 the results were RNase H inhibition 0%.
`O=C(Nc1ccc2oc(-c3ccc4ccccc4c3)nc2c1)c1ccc(Br)o1` gave RNase H inhibition 40%.
CCOC(=O)c1sc(NC(=S)NC(=O)c2ccc(OC)cc2)nc1C was read as RNase H inhibition 14%.
`CCN(CC)c1ccc(/C=N\N2CCN(c3ccc(Cl)cc3)CC2)cc1` gave RNase H inhibition 5%.
CCOC(=O)C1=C(O)/C(=C/c2ccc(O)cc2)SC1=Nc1ccccc1 was read as RNase H inhibition 35%.
`C(=N/Nc1nc2ccccc2[nH]1)/c1ccc(N2CCOCC2)cc1` gave RNase H inhibition 20%.
CC(=O)C1=C(O)C(=O)N(CCO)C1c1ccc(I)cc1 (stereo not drawn) was read as RNase H inhibition 9%.
`COc1ccc(C2(C(=O)Nc3ncccc3C)CCCC2)cc1OC` gave RNase H inhibition 0%.
`NC(=O)c1c(NC(=O)C23CC4CC(CC(C4)C2)C3)sc2c1CCCCCC2` gave RNase H inhibition 25%.
Screening O=C1c2ccccc2NC(c2ccccc2)N1O (stereo not drawn) returned RNase H inhibition 0%.
For Cc1ccc(C#CC(CC(=O)c2ccccc2)CC(=O)c2ccccc2)cc1 the results were RNase H inhibition 13%.
`COc1cccc(/C=N/NC(=O)C(=O)NCc2cccnc2)c1OC` gave RNase H inhibition 9%.
O=C(c1ccc(F)cc1F)N1CCN(c2cc(N3CCCCC3)c(F)cc2[N+](=O)[O-])CC1 was read as RNase H inhibition 12%.
For COC(=O)c1ccccc1N(Cc1ccccc1)S(=O)(=O)c1ccc(OC)cc1 the results were RNase H inhibition 2%.
For CCOc1ccc(N2C(=O)CC(N3CCCCC3)C2=O)cc1 (stereo not drawn) the results were RNase H inhibition 0%.
For CCC(=O)N1c2ccccc2-c2nnc(SC)nc2OC1c1cccnc1 (stereo not drawn) the results were RNase H inhibition 7%.
Screening COc1cc(Br)c(/C=N/NS(=O)(=O)c2ccc(C)cc2)cc1OC returned RNase H inhibition 12%.
For C(#Cc1ccc(-c2nc(-c3ccc(Sc4ccccc4)cc3)c(-c3ccc(Sc4ccccc4)cc3)[nH]2)cc1)c1ccccc1 the results were RNase H inhibition 18%.
Screening O=C(c1cccc([N+](=O)[O-])c1)c1ccc2c(c1)C(=O)N(Cc1cccnc1)C2=O returned RNase H inhibition 0%.
N#C/C(=C/C=C/c1ccccc1)c1nc(-c2ccc(Cl)c(Cl)c2)cs1 was read as RNase H inhibition 15%.
For O=C(Nc1nc(-c2cccc3ccccc23)cs1)C1CCCO1 (stereo not drawn) the results were RNase H inhibition 6%.
Screening O=C(/C=C/c1ccc(Cl)c(Cl)c1)N1CCN(C/C=C/c2ccccc2)CC1 returned RNase H inhibition 9%.
`CCCC(=O)Nc1cccc(-c2nc3ccccc3o2)c1` gave RNase H inhibition 8%.
Screening O=C1NC(=S)S/C1=C\c1cccc(OS(=O)(=O)c2cccc([N+](=O)[O-])c2)c1 returned RNase H inhibition 44%.
For Cc1cccn2c(=O)c(/C=C3\SC(=S)N(C(C)c4ccccc4)C3=O)c(NCCCn3ccnc3)nc12 (stereo not drawn) the results were RNase H inhibition 3%.
For COC(=O)c1ccc(Oc2nc(N(C)C)nc(N(C)C)n2)cc1 the results were RNase H inhibition 15%.
For CCC(C)C(NC(=S)Nc1ccccc1)C(=O)O (stereo not drawn) the results were RNase H inhibition 5%.
Screening COc1ccccc1C1C(C#N)=C(N)Oc2n[nH]c(C(C)(C)C)c21 (stereo not drawn) returned RNase H inhibition 17%.
For O=C(N/N=C/c1ccc(-c2ccccc2[N+](=O)[O-])o1)c1ccc2ccccc2c1O the results were RNase H inhibition 20%.
Screening CC(=C/c1ccccc1)/C=C1/SC(N2CCOCC2)=NC1=O returned RNase H inhibition 16%.
COc1ccc(Br)cc1-c1nc2nnc(C)n2[nH]1 was read as RNase H inhibition 16%.
`CCNC(=S)N/N=C/c1ccc(OCc2cccc3ccccc23)c(OC)c1` gave RNase H inhibition 6%.
Screening O=C(CNC(=O)c1ccc(Br)cc1)c1ccc(Cl)cc1 returned RNase H inhibition 4%.
COc1cccc(NCCC(=O)c2cccc([N+](=O)[O-])c2)c1 was read as RNase H inhibition 12%.
For COC(=O)c1c(NC(=O)c2ccc(OCC(C)C)cc2)sc2c1CCC2 the results were RNase H inhibition 18%.
`CCOC(=O)C1=C(C)NC2=C(C(=O)CCC2)C1c1ccc(Br)s1` (stereo not drawn) gave RNase H inhibition 9%.
CCOC(=O)Cn1cc(/C=C2\C(=O)NC(=O)N(c3ccc(Cl)cc3)C2=O)c2ccccc21 was read as RNase H inhibition 10%.
`COc1cc(OC)c(OC)cc1/C=C1/C(=O)NC(=S)N(c2ccccc2)C1=O` gave RNase H inhibition 1%.
Screening Cc1ccc(S(=O)(=O)/N=C(/Nc2ccc(C)c(Cl)c2)Nc2nc(C)cc(C)n2)cc1 returned RNase H inhibition 0%.
For COc1ccccc1C1NC(=O)NC(C)=C1C(=O)OC1CCCCC1 (stereo not drawn) the results were RNase H inhibition 4%.
COc1ccc(CNC(=O)C2CCN(Cc3ccc(F)cc3)CC2)cc1 was read as RNase H inhibition 8%.
Screening O=C1NC(=S)N(c2ccc(Br)cc2)C(=O)/C1=C/C=C/c1ccccc1 returned RNase H inhibition 11%.
Screening O=C(Nc1cccc([N+](=O)[O-])c1)c1ccc(-c2ccc(Cl)cc2)o1 returned RNase H inhibition 0%.
`O=C1c2ccccc2C(=O)c2cc(S(=O)(=O)N3CCCC3)ccc21` gave RNase H inhibition 8%.
`O=C(Nc1ccccc1)/C(=C\c1ccc([N+](=O)[O-])o1)NC(=O)c1ccc(Br)cc1` gave RNase H inhibition 0%.
`CCCCCOC(=O)Nc1ccc(S(=O)(=O)Nc2cccc([N+](=O)[O-])c2)cc1` gave RNase H inhibition 6%.
For CCOc1cc(/C=C2/SC(=S)N(C)C2=O)ccc1OC(=O)c1cccc([N+](=O)[O-])c1 the results were RNase H inhibition 22%.

For reference, part of the list above:
Screening O=C(Nc1cccc([N+](=O)[O-])c1)c1ccc(-c2ccc(Cl)cc2)o1 returned RNase H inhibition 0%.
`O=C1c2ccccc2C(=O)c2cc(S(=O)(=O)N3CCCC3)ccc21` gave RNase H inhibition 8%.
`O=C(Nc1ccccc1)/C(=C\c1ccc([N+](=O)[O-])o1)NC(=O)c1ccc(Br)cc1` gave RNase H inhibition 0%.
`CCCCCOC(=O)Nc1ccc(S(=O)(=O)Nc2cccc([N+](=O)[O-])c2)cc1` gave RNase H inhibition 6%.
For CCOc1cc(/C=C2/SC(=S)N(C)C2=O)ccc1OC(=O)c1cccc([N+](=O)[O-])c1 the results were RNase H inhibition 22%.

Next part
For Cc1ccccc1C(=O)Nc1cccc(C(=O)Nc2ccccc2Cl)c1 the results were RNase H inhibition 17%.
`COc1cc(N2CCN(c3ccc(Cl)cc3)CC2)c([N+](=O)[O-])cc1[N+](=O)[O-]` gave RNase H inhibition 2%.
O=C(CSc1nc2ccccc2o1)Nc1ccccc1Br was read as RNase H inhibition 43%.
Screening CC(Oc1ccccc1)C(=O)NC(c1ccccc1)c1ccccc1 (stereo not drawn) returned RNase H inhibition 8%.
`CCOC(=O)C1=C(C)N=c2s/c(=C\c3cc(Br)c(OC)cc3OC)c(=O)n2C1c1ccccc1Cl` (stereo not drawn) gave RNase H inhibition 29%.
`C=CCOc1ccc(-n2c(C)cc(C=O)c2C)cc1` gave RNase H inhibition 5%.
`O=C(O)c1ccc(/C=N\NC(=O)c2ccc(Br)cc2)cc1` gave RNase H inhibition 18%.
`CCOc1cc(/C=C2\C(=O)NC(=O)N(c3cccc(Br)c3)C2=O)cc(Cl)c1OCC` gave RNase H inhibition 16%.
O=[N+]([O-])c1ccc(N/N=C\c2c[nH]c3ccccc23)c([N+](=O)[O-])c1 was read as RNase H inhibition 11%.
`CCCC(=O)Nc1ccc(NC(=O)COc2ccccc2C)cc1` gave RNase H inhibition 7%.
